Assay outcomes (PubChem BioAssay)
UBC13 inh: inhibitors of human UBC13 polyubiquitin chain formation | P61088 | TR-FRET | inhibition, % at 20 µM | 0.47% of 330,000 active | AID 485273; in the data active = inhibition above about 45%, passing the limit was not always enough
SENP6 inh: inhibitors of human SENP6 protease | Q9GZR1 | Recombinant SENP6 catalytic domain, aminoluciferin luminescence | inhibition, % at 10 µM | 1.8% of 330,000 active;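 active = inhibition above about 50% at the single tested dose, limit read from the data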;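 note: plate controls were DMSO wells with enzyme for no effect and DMSO wells lacking enzyme for full effect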
SENP1 FRET inh: SENP1 (human) catalytic domain inhibition; inhibition, % at 10 µM; Q9P0U3; recombinant SENP1 catalytic domain, CyPet-SUMO1-YPet FRET cleavage; AID 624204; 0.21% of 360,000 active;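 active = inhibition at least 30% at 10 µM, raw YFP signal under a set limit, fluorescence ratio 0.5 to 1.5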;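 note: 0% = enzyme with DMSO and 100% = no enzyme wells; some results filed as inactive read as strong as hits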
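Material: hSENP1 catalytic domain, recombinant; medium: Tris pH 8 with BME, BSA, NP40 and catalase; compound: single concentration of 10 µM compound, 0.5% DMSO final; technique: FRET read of cyan and yellow fluorescence; timing: 50 min enzyme reaction, room temperature, light-protected; reagent: SFCypet-SUMO1-SFYpet substrate at 25 nM; control set: no-enzyme low, enzyme-DMSO high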
APOBEC3G inh: APOBEC3G (human) deaminase inhibition; recombinant A3G, ssDNA deamination FAM/TAMRA fluorescence; inhibition, % at 20 µM; 0.28% of 330,000 active; AID 493012;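 active = inhibition of at least 40% at 20 µM, with no more than 30% in the related APOBEC3A deaminase screen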;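 note: plate controls were DMSO wells with A3G for no effect and wells lacking A3G enzyme for full effect; some compounds called inactive have numbers as strong as hits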
SENP8 block-1: SENP8 protease inhibition; Q96LD8; purified SENP8, Z-RLRGG-aminoluciferin cleavage, luminescence; inhibition, % at 10 µM; 1.2% of 330,000 active; AID 2540; in the data active = inhibition above about 50%
SENP7 inh: SENP7 protease inhibition; 1.5% of 330,000 active; Q9BQF6; recombinant SENP7, Z-RLRGG-aminoluciferin luminescence, 40 min; inhibition, % at 5 µM; AID 434973;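 active = inhibition above about 50% at the single test dose, limit read from the data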;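 note: plate controls were DMSO with enzyme for no effect and no enzyme buffer wells for full effect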
SENP8 block-2: inhibitors of human SENP8 protease. inhibition, % at 20 µM. recombinant SENP8, Nedd8 substrate fluorescence. AID 602440. Q96LD8. 0.64% of 360,000 active; in the data active = inhibition mostly above about 40%, no sharp cut-off; inactive = mostly below about 27%
Apaf1 inhib: inhibitors of human Apaf-1 apoptosome. reconstituted apoptosome caspase-3 activity, DEVD-Rh110 fluorescence. AID 489030. inhibition, % at 20 µM. 0.71% of 330,000 active; active = inhibition of at least 40% at 20 µM;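 note: plate controls were DMSO wells for no effect and DEVD-CHO caspase inhibitor wells for full effect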
Target sequence (O14727 whole entry, looked up): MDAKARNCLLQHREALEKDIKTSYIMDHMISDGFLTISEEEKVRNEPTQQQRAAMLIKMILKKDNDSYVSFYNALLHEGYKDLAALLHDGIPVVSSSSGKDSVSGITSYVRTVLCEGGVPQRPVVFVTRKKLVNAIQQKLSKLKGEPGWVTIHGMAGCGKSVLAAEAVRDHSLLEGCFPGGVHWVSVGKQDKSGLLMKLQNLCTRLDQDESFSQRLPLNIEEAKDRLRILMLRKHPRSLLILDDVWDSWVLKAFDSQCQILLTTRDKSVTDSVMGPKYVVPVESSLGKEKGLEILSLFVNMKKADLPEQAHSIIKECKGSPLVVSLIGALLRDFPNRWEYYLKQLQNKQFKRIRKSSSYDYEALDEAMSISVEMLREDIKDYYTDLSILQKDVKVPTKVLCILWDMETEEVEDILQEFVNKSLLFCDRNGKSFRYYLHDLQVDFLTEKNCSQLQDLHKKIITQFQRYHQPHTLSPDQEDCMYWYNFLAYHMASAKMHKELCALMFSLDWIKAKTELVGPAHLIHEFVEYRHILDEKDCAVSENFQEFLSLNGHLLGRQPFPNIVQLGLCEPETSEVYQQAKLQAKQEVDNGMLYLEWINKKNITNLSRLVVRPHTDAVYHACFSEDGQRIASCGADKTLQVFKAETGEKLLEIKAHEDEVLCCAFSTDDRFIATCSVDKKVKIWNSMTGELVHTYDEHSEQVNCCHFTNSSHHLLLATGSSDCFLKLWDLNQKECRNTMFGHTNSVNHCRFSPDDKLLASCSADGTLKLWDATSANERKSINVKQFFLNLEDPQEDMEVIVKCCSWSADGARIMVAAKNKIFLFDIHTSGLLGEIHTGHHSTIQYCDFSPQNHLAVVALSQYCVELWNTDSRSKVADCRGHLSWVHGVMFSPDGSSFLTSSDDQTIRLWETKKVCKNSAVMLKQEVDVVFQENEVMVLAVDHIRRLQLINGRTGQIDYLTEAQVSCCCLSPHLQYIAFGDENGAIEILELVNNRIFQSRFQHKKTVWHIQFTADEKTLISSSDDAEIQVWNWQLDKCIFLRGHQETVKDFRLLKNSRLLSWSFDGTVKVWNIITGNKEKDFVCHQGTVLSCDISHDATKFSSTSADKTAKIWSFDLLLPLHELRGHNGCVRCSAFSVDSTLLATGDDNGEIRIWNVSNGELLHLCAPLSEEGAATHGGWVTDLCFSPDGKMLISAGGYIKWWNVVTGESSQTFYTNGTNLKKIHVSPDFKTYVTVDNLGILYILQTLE
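Material: cell-free apoptosome with Apaf-1, procaspase-3 and caspase-9; Buffer or medium: Hepes pH 7.5 with detergent and BSA; Reagent: cytochrome c trigger plus (Z-DEVD)2-Rh110 caspase-3 substrate; Times: compound with Apaf-1, dATP, procaspase-3 30 min, then 50 min reaction, room temperature; Technique: Rh110 fluorescence intensity.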
The depositor's hits bear a star; i = inactive.

SMILES	UBC13 inh	SENP6 inh	SENP1 FRET inh	APOBEC3G inh	SENP8 block-1	SENP7 inh	SENP8 block-2	Apaf1 inhib
Cc1cc(NC(=O)CN2CCC(n3nnc4cc(C(F)(F)F)ccc43)CC2)no1	-3	-25	0	-2	-13	-4	11	0
OC(CNCc1ccccc1Cl)COc1ccc(F)cc1 (stereo unspecified)	-2	4	1	-10	10	-4	1	-3
CC(=O)c1cccc(CN2CCN(CC=C(C)C)C(CCO)C2)c1 (stereo unspecified)	-5	10	2	6	1	-1	19	4
CN(C)c1oc(/C=C/c2cccs2)nc1S(=O)(=O)c1ccccc1	1	5	-24	0	-4	3	-355	12
CCOC(=O)c1c2c(n(C)c1C)C(=O)C(=O)c1ccc(Br)cc1-2	-61	94*	2	0	93*	97*	114*	96*
Cc1cccc(NC(=O)CN2C(=O)C(C)Oc3ccccc32)n1 (stereo unspecified)	-10	2	0	-6	-6	-13	3	2
COc1cc(NC(=O)c2nccnc2C(=O)O)cc(OC)c1	-4	-2	4	-1	3	4	16	4
O=C(O)CCCCCCCCc1cn(CCc2c[nH]c3ccccc23)nn1	-15	-8	-1	-1	-6	-3	-8	8
CN(C)S(=O)(=O)c1cccc(-c2nnc3n2CCCCC3)c1	19	-12	1	-4	-3	-7	22	-15
COc1cc(CCC(=O)OCC(=O)NCC2CCCCC2)cc(OC)c1OC	10	9	3	-9	-5	4	12	-10
C/C(=N\NC(=O)c1cccc(C)c1)c1ccc(N2CCOCC2)cc1	0	12	-3	4	-1	15	-60	-1
O=C(COC(=O)CCC(=O)c1cccs1)Nc1ncc(Cl)cc1Cl	15	-6	4	-2	-2	2	5	-4
Cc1cc(C2=NNC(=NCCc3ccccc3)SC2)c(C)n1-c1c(C)n(C)n(-c2ccccc2)c1=O	2	-4	0	-3	6	5	-30	9
COc1cccc(C(=O)Nc2ccc(F)cc2F)c1	6	-39	-1	1	-4	37	17	5
O=C(O)Cc1ccc(C(=O)CSc2ccccc2)s1	-20	-7	-21	1	-8	10	-3	1
CCC(C)NC(=O)c1cc(OC)c(OC)c(OC)c1 (stereo unspecified)	2	-4	2	-7	-8	-8	11	-11
Cc1ccc(C)c(Cn2cnc3c(cnn3C(C)(C)C)c2=O)c1	1	-19	2	58*	-5	2	14	22
Cc1cc(C)c2nc(N3C(=O)C(O)=C(C(=O)c4ccco4)C3c3ccco3)sc2c1 (stereo unspecified)	-14	28	-78	11	13	-4	-107	17
CC(C)Oc1ccc(CNC(=O)Cn2c(=O)oc3ccccc32)cc1	-3	0	0	-7	-7	10	9	4
OCCn1c(SCCOc2ccccc2F)nc2ccccc21	-8	-11	0	-4	-7	-6	14	7
O=C(CSc1nnc2ccccn12)c1ccc2c(c1)OCCO2	-3	23	-1	-5	7	31	20	-20
C/C(=N\NC(=O)c1c(Br)c(C)nn1C)c1cccc(NC(=O)c2ccccc2F)c1	-12	-7	2	0	0	8	24	0
COC(=O)c1nc2ccccc2s1	-6	-21	3	1	-5	11	34	8
CC(=O)Nc1ccc(OC(=O)N2CCCC2)cc1	-6	22	0	-1	-5	2	-4	-5
O=S(=O)(c1ccccc1)c1nc(-c2ccccc2Cl)oc1NCCCN1CCOCC1	13	-9	0	-1	13	1	-106	10
C#CCNC(=O)C1=C[C@@H](c2ccc(Br)cc2)C[C@@H](OCc2ccc(CO)cc2)O1	-3	-2	-29	-3	7	-4	2	10
Cc1ccccc1NC(=O)CCN1CCN(CCO)CC1	-4	-13	-1	-4	-3	-16	2	0
O=C(O)CSCC(=O)N1CCCN(c2nc3ccc(Cl)cc3s2)CC1	4	-8	-1	-9	-4	2	10	-15
CCN(CC)c1ccc(C=Nc2ccccc2)c(O)c1	0	6	-12	-5	-4	4	2	5
CCn1ccnc1CN(C)Cc1cn[nH]c1-c1ccc(OC)c(F)c1	-2	-2	0	-6	4	-8	3	-5
O=C(Nc1ccc2c(c1)OCO2)c1nn(-c2ccccc2)c(=O)c2ccccc12	4	-17	3	2	-6	3	31	14
O=C(CC12CC3CC(CC(C3)C1)C2)N/N=C/c1ccc([N+](=O)[O-])o1	-12	17	-8	-3	4	7	20	17
CC(=O)C1=C(O)C(=O)N(CCc2c[nH]c3ccccc23)C1c1ccc(O)cc1 (stereo unspecified)	7	26	-9	-1	0	9	19	38
NC(CO)(CO)COCc1ccccc1	-6	3	2	-10	-11	-12	11	-3
O=C(CCC(=O)c1cccs1)NCc1cccnc1	-2	15	0	-6	4	-4	1	-14
Cc1cc(C)cc(NC(=O)C(=S)NCc2ccccc2)c1	11	-9	1	-8	-2	4	9	-2
C=CCC1(CC=C)CCCN1C(=O)CC1C(=O)NCCN1Cc1cccc(OC)c1 (stereo unspecified)	1	-6	-6	-3	2	3	-9	17
COC(=O)c1cccc2c1NC(=O)C2=O	-9	-12	-1	-1	0	8	-16	-1
Cc1ccc(NC(=O)CCCCCN2C(=O)[C@@H]3Cc4ccccc4CN3C2=O)c(C)c1	0	5	-1	-4	0	-10	5	-4
Cc1ccc(Cn2c(C(C)Nc3nc(-c4ccc(Cl)cc4)cs3)nc3cc(C(=O)NCCCO)ccc32)cc1 (stereo unspecified)	10	-8	1	-8	-14	-6	-70	13

Taken from above.
For SENP8 block-1, O=C(Nc1ccc2c(c1)OCO2)c1nn(-c2ccccc2)c(=O)c2ccccc12 has -6
For SENP8 block-1, O=S(=O)(c1ccccc1)c1nc(-c2ccccc2Cl)oc1NCCCN1CCOCC1 has 13

More records:
SMILES	UBC13 inh	SENP6 inh	SENP1 FRET inh	APOBEC3G inh	SENP8 block-1	SENP7 inh	SENP8 block-2	Apaf1 inhib
O=C(NC12CC3CC(CC(C3)C1)C2)C1CC(=O)N(c2ccc(Br)cc2)C1 (stereo unspecified)	10	-8	3	-2	-2	3	20	23
Cc1nc2c(C)cccc2cc1C(=O)N/N=C/c1cccnc1	-7	18	-6	-6	0	-3	6	1
Cc1ccc(-n2ncc(C(=O)Nc3cc(Cl)ccc3C)c2C2CCNCC2)cc1C	17	-17	-23	-7	4	1	23	1
Cc1cc(=O)n(CCC(=O)O)c2ccccc12	6	0	-3	1	10	9	-4	-5
NC1=NC[C@@H](Cc2ccc(O)cc2)N1CCc1cc(C(F)(F)F)cc(C(F)(F)F)c1	64*	-14	0	-3	-2	3	15	31
O=C(Nc1cccc(-c2nnc(-c3ccccc3)o2)c1)C1CCCO1 (stereo unspecified)	4	10	0	-6	1	2	4	-4
CC(NC(=O)CCc1nnc(CCCc2ccccc2)o1)c1ccccc1 (stereo unspecified)	-2	-8	-2	-1	-1	14	6	0
Cc1cc(C)c2cc(CN(Cc3cccnc3)C(=O)c3ccc(F)cc3)c(Cl)nc2c1	-2	-14	2	-3	-4	11	-10	0
COc1ccc(C(CNC(=O)c2ccc(-c3nc4ccccc4s3)o2)N2CCCC2)cc1 (stereo unspecified)	61*	-7	-29	-6	-5	-4	-417	26
Cc1ccc(Nc2cc(C)nc3c(C)ccc([N+](=O)[O-])c23)cc1	-29	-22	1	-7	-13	-3	16	12
O=C(Nc1nnc(SCc2cccc(F)c2)s1)c1ccco1	1	-21	3	-5	-3	3	-100	-1
C=CCN1C(=O)c2ccc(C(=O)OCC(=O)Nc3ccccc3OC)cc2C1=O	16	-11	1	-6	-3	0	5	-10
CCOCCCNC(=S)N(CCN(C)C)Cc1cc2cc3c(cc2[nH]c1=O)OCCO3	7	-26	-5	8	7	15	-464	3
Cc1ccc(-c2n[nH]c(=S)n2/N=C/c2c(C)nn(-c3ccccc3)c2C)cc1	2	2	1	-2	3	0	7	16
Cc1ccc2nc(SCC(=O)N3CC(C)OC(C)C3)nc(=O)n2c1 (stereo unspecified)	-5	-8	-1	-10	3	0	-81	-4
Cc1cc(C)cc(N(CC(=O)NC(C)(C)C)C(=O)CCC(=O)Nc2ccccn2)c1	-1	10	2	-5	5	-1	0	-7
COc1cc(C2C3C(=O)N(c4ccc(F)cc4)C(=O)C3ON2c2ccccc2)ccc1O (stereo unspecified)	7	-12	1	5	0	8	13	-2
O=C(COc1ccc2ccccc2c1)N1CCN(C(=O)c2cccnc2)CC1	3	-2	-1	4	-2	4	15	6
O=C(CSC(=S)N1CCCCC1)c1c(F)cccc1F	-7	18	-16	-12	-14	22	6	7
Cc1ccc(NC(=O)/C(C#N)=C(\N)C(Cl)(Cl)Cl)nc1	-1	3	-36	1	-1	6	-68	3
CCc1ccc(OCC(=O)NNC(=O)CNC(=O)c2ccc(Br)o2)cc1	11	1	5	-8	-6	7	3	-9
COc1ccc2c(c1)CCC1C2=NN(/C(C)=C\C(C)=O)C1c1ccc(F)cc1 (stereo unspecified)	2	-11	-54	-4	-7	3	-166	16
COC(=O)c1ccc(S(N)(=O)=O)o1	2	-2	1	-6	-3	10	14	-4
Cc1ccc(S(=O)(=O)N2CCC(=O)N(CCOC(=O)Nc3ccc(C)c(C)c3)CC2)cc1	9	-6	0	11	-1	0	12	15
CC(=O)c1cccc(NC(=O)CC2Oc3ccc(C)cc3NC2=O)c1 (stereo unspecified)	1	-3	-3	0	3	3	5	1
O=C(Oc1ccc2c(=O)c(Oc3ccc4ccccc4c3)coc2c1)c1cncc(Br)c1	6	-14	-12	-7	-2	-5	i	6
Cc1ccc(/C=C(\NC(=O)c2ccccc2)C(=O)NCCc2ccccn2)o1	2	7	-6	-6	9	3	8	-11
O=C(CN1CCN(Cc2ccccc2)CC1)Nc1ccc(Cl)cn1	-5	11	-4	4	2	10	11	9
Cn1nc(CC(=O)NC2CCCCCCCCCCC2)c2ccccc2c1=O	-11	0	3	1	2	11	15	12
CCOC(=O)C1CCN(C(=O)COC(=O)CNC(=O)c2sc3ccccc3c2Cl)CC1	-2	-23	1	-11	-14	-10	-34	7
CCc1ccc(-c2cc(C)no2)cc1S(=O)(=O)N1CCN(c2ccccc2)CC1	-3	1	1	-5	8	-5	14	6
Fc1ccc(OCc2nc(-c3cccs3)no2)cc1	14	-5	1	-9	-9	-2	20	2
O=C(Nc1ccncc1)c1ccc2c(c1)OCCO2	10	4	1	-2	-9	-5	11	-4
COc1ccc(OC)c(C2C(C(=O)Nc3nc4ccccc4s3)=C(C)NC3=C2C(=O)CCC3)c1 (stereo unspecified)	0	-13	9	-6	-7	-1	i	7
CC(NC(=O)c1ccco1)C1CCCO1 (stereo unspecified)	7	-4	4	-5	-3	0	5	-6
CCn1cc(CNC(=O)C2CCC(=O)N(C3CCCCCC3)C2)cn1 (stereo unspecified)	-5	-3	2	-2	0	-1	0	-7
CCOC(=O)C(C(=O)Nc1ccccc1C)C1CCCCC1 (stereo unspecified)	0	-10	1	-3	-6	-6	7	-23
O=c1c2ccccc2nnn1CSc1ccc2ccccc2n1	2	-1	1	2	5	9	21	2
COc1ccc(CCNC(=O)c2nnc(Cc3ccc(Cl)cc3)o2)cc1OC	6	-13	3	-9	-5	1	10	4
COc1ccc2cc(S(=O)(=O)N3CCCC3)ccc2c1	3	-15	0	1	-8	6	17	7
CCOc1ccc(-n2cnc3sc(C)c(C)c3c2=O)cc1	10	6	2	-2	1	6	3	7
O=C(C(=O)c1cccnc1)c1cccnc1	-1	-7	1	-4	-2	10	13	-1
CN(C)/C=C/C(=O)c1ccncc1	-5	4	2	-3	-14	0	7	8

3 compounds drawn at random from the list so far:
SMILES	UBC13 inh	SENP6 inh	SENP1 FRET inh	APOBEC3G inh	SENP8 block-1	SENP7 inh	SENP8 block-2	Apaf1 inhib
O=C(Nc1ccncc1)c1ccc2c(c1)OCCO2	10	4	1	-2	-9	-5	11	-4
CCOC(=O)C(C(=O)Nc1ccccc1C)C1CCCCC1 (stereo unspecified)	0	-10	1	-3	-6	-6	7	-23
CC(NC(=O)c1ccco1)C1CCCO1 (stereo unspecified)	7	-4	4	-5	-3	0	5	-6
